C1s inh = human complement C1s inhibition; purified C1s, fluorogenic AMC substrate, pooled mixtures; mean inhibition % of two 10-compound mixtures (stronger effect = higher value), % at 5 µM (by protocol); 62,000 tested, 0.16% active; AID 538;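 active = inhibition above 20% in each of the two 10-compound mixture wells holding the compound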;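 note: 0% = enzyme wells lacking compound mixture and 100% = no-enzyme blank wells; some compounds called inactive have numbers as strong as hits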
FXIIa mix inh = factor XIIa (human) inhibition, mixture screen; purified FXIIa, fluorogenic substrate, pooled mixtures; inhibition, % at 5 µM; 62,000 tested, 0.2% active; AID 684;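 note: 0% = enzyme without compound and 100% = no enzyme blank; some results filed as inactive read as strong as hits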
CatG inh = inhibitors of human cathepsin G | AID 581 | inhibition, % at 5 µM (by protocol) | purified enzyme, AMC-tetrapeptide fluorescence, pooled mixtures | 62,000 tested, 0.2% active;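 active = inhibition above 20% in each of the two mixture wells holding the compound; inactive = inhibition of 20% or less in either well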;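 note: 0% = enzyme control without mixture and 100% = blank lacking enzyme; strong numbers were not always called active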
HTR1A agonist = activates the human 5-HT1a serotonin receptor | 65,000 tested, 0.56% active | P08908 | CHO 5-HT1a Ga15 NFAT-bla reporter, FRET ratio; 0% basal, 100% maximal reference agonist | activation, % at 10 µM;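 active = activation above the screen-wide mean activation plus 3 SD, cut at about 19% in these data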;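 note: 0% = DMSO wells and 100% = 5-CT at EC100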
DUSP1 inh = inhibitors of human MKP-1 phosphatase. AID 374. recombinant MKP-1, OMFP hydrolysis fluorescence. P28562. 65,000 tested, 0.15% active. inhibition, %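 (compounds tested at a single concentration somewhere between 10 and 100 µM)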;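 active = inhibition above about 50%, limit read from the data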;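 note: 0% = DMSO max control wells and 100% = wells with enzyme stopped by NaOH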
Cdc25B inh = human M-phase inducer phosphatase 2 inhibition; 65,000 tested, 0.1% active; inhibition, %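 (compounds tested at 10 µM final in the well)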; recombinant Cdc25B, OMFP fluorescence Ex485/Em525; P30305; in the data active = inhibition above about 50%
Hsp90 inh = displaces geldanamycin probe from tumor Hsp90 | 64,000 tested, 0.35% active | AID 429 | NCI-N417 lysate Hsp90, Cy3B-geldanamycin FP displacement | P07900 | inhibition, % at 30 µM;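 active = inhibition above 50%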;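 note: 0% = tracer plus lysate wells and 100% = tracer alone without lysate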
CatL inh = inhibitors of human cathepsin L | purified cathepsin L, fluorogenic substrate, fluorescence | inhibition, %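 (tested at 10 µM)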 | 58,000 tested, 0.17% active | AID 460; in the data active = inhibition above about 45%;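 note: 0% = enzyme with no compound and 100% = no enzyme blank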
Target sequence (P07711 114-288 limits assumed): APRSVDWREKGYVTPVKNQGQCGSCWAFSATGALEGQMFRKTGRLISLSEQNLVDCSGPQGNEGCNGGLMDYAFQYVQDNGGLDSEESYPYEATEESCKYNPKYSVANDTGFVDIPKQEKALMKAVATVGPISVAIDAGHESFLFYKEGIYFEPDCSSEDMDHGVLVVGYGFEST
Target sequence (P07711 292-333 limits assumed): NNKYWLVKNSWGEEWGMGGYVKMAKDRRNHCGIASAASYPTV
FXIa mix inh = factor XIa (human) inhibition, mixture screen | purified FXIa, fluorogenic substrate, pooled mixtures | inhibition, % at 5 µM | P03951 | 62,000 tested, 0.19% active;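 note: each value is inhibition by a whole ten-compound pool holding the compound; 0% = enzyme with no mixture and 100% = wells lacking enzyme; strong numbers were not always called active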
Target sequence (P03951 19-387 limits assumed): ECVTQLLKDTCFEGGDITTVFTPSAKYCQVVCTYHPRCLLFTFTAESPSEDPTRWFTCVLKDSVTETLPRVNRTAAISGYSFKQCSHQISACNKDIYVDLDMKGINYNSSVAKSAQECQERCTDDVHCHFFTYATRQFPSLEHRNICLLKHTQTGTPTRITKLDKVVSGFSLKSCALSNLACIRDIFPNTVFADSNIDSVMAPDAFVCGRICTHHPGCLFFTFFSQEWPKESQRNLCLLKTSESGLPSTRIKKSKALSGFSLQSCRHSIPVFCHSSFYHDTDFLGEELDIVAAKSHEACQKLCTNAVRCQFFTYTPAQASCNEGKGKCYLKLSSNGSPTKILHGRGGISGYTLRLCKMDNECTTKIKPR
Target sequence (P03951 388-625 limits assumed): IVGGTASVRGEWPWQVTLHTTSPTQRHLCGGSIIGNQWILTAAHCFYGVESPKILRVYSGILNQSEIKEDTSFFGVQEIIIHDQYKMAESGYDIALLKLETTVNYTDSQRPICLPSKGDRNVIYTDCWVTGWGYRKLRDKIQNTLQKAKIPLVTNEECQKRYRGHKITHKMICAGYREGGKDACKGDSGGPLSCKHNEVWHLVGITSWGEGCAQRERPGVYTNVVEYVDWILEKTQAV
* hit, by the source's call; · = not tested or not shown. Cut-off read from the data, not from the text of the source, unless noted: active = inhibition above about 20% (passing the limit was not always enough); inactive = the rest. Compounds as they come; about 1.6% have a hit in one of these screens.

(1) CCCC(=O)N1CC2(CCC)CN(C(=O)CCC)CC(CCC)(C1)C2=O
(2) CC(=O)N1CCCc2cc(S(=O)(=O)NCCC3=CCCCC3)ccc21
(3) CC1C(C#N)=C(N)OC2=C1C(=O)CCC2 (configuration not stated)
(4) CCCCNC(=O)CC(=O)Nc1ccccc1C(=O)O
(5) O=C(Oc1oc(-c2ccco2)nc1C=Nc1ccccc1)c1ccoc1
(6) CCc1ccc(NC(=O)CSc2nnc(CNC(=O)c3c(F)cccc3Cl)o2)cc1
(7) Cc1cc(NC(=O)CSc2nc3ccccc3n2CC(=O)N2CC(C)CC(C)C2)no1 (configuration not stated)
(8) CCCCOc1ccc(Cl)cc1CSc1nnc(C)n1N
screen / no.	1	2	3	4	5	6	7	8
C1s inh	13	-32	-20	-3	·	-3	-17	-1
Cdc25B inh	-15	6	-6	-13	4	-4	-20	-16
HTR1A agonist	-1.9	-4.1	-2.9	-1.1	-0.6	-0.3	-2.3	-2.0
FXIa mix inh	3	2	1	2	·	4	-15	4
CatL inh	·	8	26	8	24	10	6	-7
FXIIa mix inh	9	4	9	24	·	6	2	5
CatG inh	11	3	-8	8	·	-4	4	-1
DUSP1 inh	5	-4	1	9	-11	0	8	6
Hsp90 inh	-1	0	-4	-2	-6	-6	-2	-6

Retrieved one by one from above, 2 records:
(8) CCCCOc1ccc(Cl)cc1CSc1nnc(C)n1N
(7) Cc1cc(NC(=O)CSc2nc3ccccc3n2CC(=O)N2CC(C)CC(C)C2)no1 (configuration not stated)
screen / no.	8	7
C1s inh	-1	-17
Cdc25B inh	-16	-20
HTR1A agonist	-2.0	-2.3
FXIa mix inh	4	-15
CatL inh	-7	6
FXIIa mix inh	5	2
CatG inh	-1	4
DUSP1 inh	6	8
Hsp90 inh	-6	-2

Carrying on.
(9) CSc1nc(C)cc(OCC(=O)n2nc(C)cc2C)n1
(10) Cc1ccc(-c2nc(CS(=O)CC(=O)NC3CCC(C)CC3)c(C)o2)cc1 (configuration not stated)
(11) C=C(C)COc1ccc2oc(C)c(C(=O)OCCOC)c2c1
(12) COc1ccc(OC)c(S(=O)(=O)NCCO)c1
(13) CC12CC3CC(C)(C1)CC(C(=O)Nc1nn[nH]n1)(C3)C2
(14) COC(=O)c1sccc1NC(=O)CSc1nnnn1-c1ccccc1F
(15) O=C(Nc1cccc2cccnc12)c1cccnc1
(16) CC[N+](CC)(CC)C/C(N)=N/O
screen / no.	9	10	11	12	13	14	15	16
C1s inh	27	2	-4	-3	4	12	6	18
Cdc25B inh	-2	-13	-13	-5	2	1	-7	1
HTR1A agonist	-0.6	-1.0	0.3	1.2	0.8	-1.8	39*	-4.5
FXIa mix inh	25	8	-3	3	-5	2	0	3
CatL inh	16	·	-3	7	14	-4	7	33
FXIIa mix inh	15	7	2	-2	5	6	-3	3
CatG inh	24	-3	4	8	6	6	4	12
DUSP1 inh	-23	11	5	1	0	4	0	-15
Hsp90 inh	-4	0	-4	-5	2	-8	-5	2

(17) COc1ccc(Cc2nc(-c3cccs3)no2)cc1OC
(18) CN(Cc1ccccc1)C(=O)c1cnc2n(c1=O)CCS2
(19) CC(=O)OCC1OC(n2ccc(=O)[nH]c2=O)C(O)C1O (configuration not stated)
(20) COc1ccc(NC(=O)c2ocnc2C)cc1OC
(21) Cc1c(/C(O)=C2/C(=O)C(=O)N(CCN3CCOCC3)C2c2cccnc2)cnn1-c1ccccc1 (configuration not stated)
(22) CCOC(=O)c1c(C)n(C)c2ccc(OC)c(NC(=O)CN3CCN(Cc4ccccc4)CC3)c12
(23) COC(=O)CSc1nnc(CNC(=O)c2cccs2)n1-c1cc(OC)ccc1OC
(24) COc1ccc(CCNC(=O)C2CCCN2C(=O)NC2CCCCC2)cc1OC (configuration not stated)
screen / no.	17	18	19	20	21	22	23	24
C1s inh	0	·	10	-15	0	·	2	6
Cdc25B inh	-1	-5	-7	-1	11	16	-8	-4
HTR1A agonist	-2.7	0.8	-2.6	-1.1	-1.3	0.1	-1.8	1.1
FXIa mix inh	1	·	9	-2	17	·	1	11
CatL inh	17	·	3	18	1	19	5	20
FXIIa mix inh	-13	·	3	9	10	·	5	-17
CatG inh	3	·	9	-4	11	·	12	2
DUSP1 inh	-1	1	0	1	-9	19	4	-7
Hsp90 inh	-3	-1	-2	2	1	-4	-2	-3

(25) COCCCNS(=O)(=O)c1ccc2c(c1)CCN2C(C)=O
(26) O=C(CSc1nc2c(c(=O)[nH]1)CCCC2)Nc1ccc(Cl)cc1F
(27) CC12CCC(C(=O)NCc3ccccc3)(OC1=O)C2(C)C (configuration not stated)
(28) CCc1nc(SCC(=O)N2CCc3ccccc32)c2oc3ccccc3c2n1
(29) O=C(O)CCN=C1CCCc2ccccc2N1
(30) COc1ccc(C(=O)COC(=O)c2ccc(OC)c(OC)c2)cc1OC
(31) Cc1ccc2c(c1C)NC(=O)C2(O)CC(=O)c1ccc2c(c1)OCO2 (configuration not stated)
(32) Cc1nnc(SCc2ccccc2Cl)n1CC1CCCO1 (configuration not stated)
screen / no.	25	26	27	28	29	30	31	32
C1s inh	-5	18	-31	11	-38	19	11	-18
Cdc25B inh	-5	0	0	-8	-12	7	3	-17
HTR1A agonist	-0.7	3.2	-2.3	0.6	-5.2	-1.5	-1.1	-3.7
FXIa mix inh	9	9	6	4	-1	34	9	-3
CatL inh	-9	·	-5	-5	-2	-5	8	-3
FXIIa mix inh	4	3	-3	16	-7	6	-18	8
CatG inh	5	12	-2	10	-12	12	14	-6
DUSP1 inh	-10	2	5	-29	1	20	4	26
Hsp90 inh	-4	-1	-1	-5	-3	-1	-20	-3

Only Cdc25B inh, CatG inh and C1s inh, for 5 of the compounds above:
| nr | Compound | Cdc25B inh | CatG inh | C1s inh |
| --- | --- | --- | --- | --- |
| 27 | CC12CCC(C(=O)NCc3ccccc3)(OC1=O)C2(C)C (configuration not stated) | 0 | -2 | -31 |
| 25 | COCCCNS(=O)(=O)c1ccc2c(c1)CCN2C(C)=O | -5 | 5 | -5 |
| 31 | Cc1ccc2c(c1C)NC(=O)C2(O)CC(=O)c1ccc2c(c1)OCO2 (configuration not stated) | 3 | 14 | 11 |
| 26 | O=C(CSc1nc2c(c(=O)[nH]1)CCCC2)Nc1ccc(Cl)cc1F | 0 | 12 | 18 |
| 28 | CCc1nc(SCC(=O)N2CCc3ccccc32)c2oc3ccccc3c2n1 | -8 | 10 | 11 |

(next part)
(33) O=C(c1cccc(F)c1)N1CCN(Cc2c[nH]c3ccccc23)CC1
(34) O=C(C1CCN(S(=O)(=O)N2CCC3(CC2)OCCO3)CC1)N1CCN(Cc2ccccc2)CC1
(35) CC1=C(C(=O)N2CCCCC2)C(c2cccs2)C2=C(CCCC2=O)N1 (configuration not stated)
(36) CCCCC(=O)Nc1ccc(C(=O)N2CCN(c3ccccc3OC)CC2)cc1
(37) CCOC(=O)C1CCN(C(c2ccc(OC)c(OC)c2)c2sc3nc(C)nn3c2O)CC1 (configuration not stated)
(38) CCOC(=O)c1ccc(NC(=O)C2=C(C)Nc3nc(CCCO)nn3C2c2cccc(C)c2)cc1 (configuration not stated)
(39) COc1ccc2nc(C)cc(N3CC(C)OC(C)C3)c2c1 (configuration not stated)
(40) Cc1nc(CC(=O)N2CCN(c3cccc(C)c3C)CC2)cs1
screen / no.	33	34	35	36	37	38	39	40
C1s inh	-2	14	8	9	3	10	-17	3
Cdc25B inh	0	-3	-3	-4	1	-5	1	-8
HTR1A agonist	-2.4	-1.0	-1.1	-1.7	0.4	·	0.4	1.3
FXIa mix inh	6	1	14	9	3	2	-4	9
CatL inh	7	·	3	2	-1	0	9	-1
FXIIa mix inh	2	8	7	10	4	-17	26	17
CatG inh	1	12	14	14	8	8	3	-5
DUSP1 inh	-14	23	3	3	5	36	17	8
Hsp90 inh	-7	-3	1	-3	-1	·	1	-8

(41) COc1cccc(NC(=O)CSC2=C(C#N)C(c3ccco3)C3=C(CCCC3=O)N2)c1 (configuration not stated)
(42) O=C(CSc1nnc(Cc2cccs2)n1C1CCCCC1)N1CCN(C(=O)c2ccco2)CC1
(43) C=CCOC(=O)C1=C(C)NC(=O)NC1c1ccc(OC(=O)c2ccco2)c(OC)c1 (configuration not stated)
(44) COc1cc2c(cc1OC)C(c1cccc(OC)c1OC)CC(=O)N2 (configuration not stated)
(45) CCOc1ccc(NC(=O)N(CCC(C)C)C(C)c2ccco2)cc1 (configuration not stated)
(46) COc1ccc(CNc2nc3nc(C)cc(C)n3n2)cc1OC
(47) CCN(Cc1ccccc1)Cc1cc(OC)cc(OC)c1
(48) CCOC(=O)c1c(N)sc2c1CCS(=O)(=O)C2
screen / no.	41	42	43	44	45	46	47	48
C1s inh	·	-16	2	-25	16	-7	-3	-25
Cdc25B inh	-22	-10	-1	-10	-15	3	-16	-5
HTR1A agonist	-0.9	-1.4	-0.5	0.5	-2.0	1.7	-2.4	-2.4
FXIa mix inh	·	-3	1	4	3	-2	·	-9
CatL inh	20	-3	6	17	14	8	·	0
FXIIa mix inh	·	-21	10	7	30	2	·	4
CatG inh	·	26	1	-5	10	10	·	4
DUSP1 inh	-15	7	13	-3	1	-8	-15	24
Hsp90 inh	-3	-1	5	0	-1	-1	1	-2

(49) CCN(CC)CC(=O)N(CC(=O)Nc1c(C)cc(C)cc1C)C1CCCCC1
(50) CSc1nnc(-c2ccccc2)n1C
(51) COc1ccc(OC)c2sc(NC(=O)c3ccc(Br)s3)nc12
(52) CCn1nc(C(=O)OCC(=O)c2cc(C)n(Cc3cccs3)c2C)c2ccccc2c1=O
(53) NC(=O)c1ccc(-c2ccc(Br)cc2)o1
(54) CCOC(=O)N1CCN(C(=O)c2ccc(C)c(S(=O)(=O)Nc3cccc(C)c3C)c2)CC1
(55) O=S(=O)(c1cccc2nsnc12)N1CCCC1
(56) CC(=O)Nc1nc(-c2ccc(Cl)cc2)nc(C)c1C(C)=O
(57) O=C(COC(=O)COc1ccc(Nc2ccccc2)cc1)NCc1ccco1
screen / no.	49	50	51	52	53	54	55	56	57
C1s inh	11	15	-26	-1	9	-6	9	5	5
Cdc25B inh	-5	-7	-32	-9	-8	3	-10	-4	-7
HTR1A agonist	-4.9	0.4	-0.4	-0.3	-2.7	0.4	-3.4	-3.2	1.2
FXIa mix inh	5	2	-3	5	2	9	1	2	6
CatL inh	-9	10	10	0	19	-6	3	8	5
FXIIa mix inh	1	-1	0	-20	8	-15	-15	2	-15
CatG inh	8	6	0	5	10	3	8	10	7
DUSP1 inh	-17	6	7	17	-22	5	-10	-11	23
Hsp90 inh	-1	-2	0	-5	0	0	0	-1	26

Assay outcomes deposited in PubChem by several laboratories.
